bovine MsrA act: bovine MsrA enzyme activators, primary screen, biochemical, absorbance, HTS | Methionine sulfoxide reductase A (Bos taurus) | purified bovine MsrA, absorbance read-out | activation, % at 10.6 µM | 0.3% of 360,000 active; in the data active = activation above about 7.5%;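 also: 0% = vehicle and 100% = reference activator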
eLon inh: inhibitors of E. coli Lon protease, primary screen, biochemical, fluorescence polarization. purified E. coli Lon protease. P0A9M0. inhibition, % at 7.94 µM. 0.42% of 360,000 active. AID 602123, 2011; in the data active = inhibition above about 13%, passing the limit was not always enough;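 also: 0% = enzyme with probe and DMSO and 100% = no enzyme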
NRP1-CendR mod: modulators of CendR peptide binding to NRP-1, primary screen, biochemical, fluorescence polarization, uHTS; 0.85% of 360,000 active; Neuropilin-1 (Homo sapiens), O14786; FAM-RPARPAR peptide binding to NRP-1; AID 602438, 2012; inhibition, % at 25 µM;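 active = inhibition or corrected inhibition above about 18%, plus a signal ratio from 0.5 to 1.5, limit read from the data, passing the limit was not always enough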; also: strong numbers were not always called active
Target sequence (O14786 whole entry, looked up): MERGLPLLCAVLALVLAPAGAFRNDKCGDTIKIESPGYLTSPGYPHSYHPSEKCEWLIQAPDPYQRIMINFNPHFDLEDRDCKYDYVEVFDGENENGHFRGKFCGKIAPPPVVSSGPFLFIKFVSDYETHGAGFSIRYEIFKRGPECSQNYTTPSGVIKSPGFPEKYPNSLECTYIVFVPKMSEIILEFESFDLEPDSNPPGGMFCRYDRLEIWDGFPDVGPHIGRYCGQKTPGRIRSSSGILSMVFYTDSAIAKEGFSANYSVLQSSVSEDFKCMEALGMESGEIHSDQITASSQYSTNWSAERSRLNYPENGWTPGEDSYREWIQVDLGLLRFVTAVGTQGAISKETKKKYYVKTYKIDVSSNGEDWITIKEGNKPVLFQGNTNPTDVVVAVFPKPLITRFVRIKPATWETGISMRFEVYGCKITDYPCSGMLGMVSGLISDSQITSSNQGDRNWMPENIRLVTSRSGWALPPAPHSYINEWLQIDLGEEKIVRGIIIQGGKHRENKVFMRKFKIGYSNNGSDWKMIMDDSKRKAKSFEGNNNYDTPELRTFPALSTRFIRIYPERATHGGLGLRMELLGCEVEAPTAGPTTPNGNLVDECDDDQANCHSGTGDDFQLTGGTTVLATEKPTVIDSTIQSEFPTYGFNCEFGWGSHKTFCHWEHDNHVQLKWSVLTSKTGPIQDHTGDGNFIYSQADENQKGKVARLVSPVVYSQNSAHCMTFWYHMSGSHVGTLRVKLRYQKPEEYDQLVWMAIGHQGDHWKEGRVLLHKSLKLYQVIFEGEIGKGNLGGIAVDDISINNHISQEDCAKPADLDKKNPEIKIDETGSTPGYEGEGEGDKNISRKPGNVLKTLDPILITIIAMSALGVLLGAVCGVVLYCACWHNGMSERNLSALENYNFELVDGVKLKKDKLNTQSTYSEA
Neddylation inh: inhibitors of cullin neddylation, primary screen, biochemical, TR-FRET, uHTS, NAE and Ubc12 | calls only at 25 µM | 0.58% of 360,000 active | AID 651699, 2012; in the data active = inhibition above about 36%
FAS TE block: FAS thioesterase domain inhibitors, primary screen, biochemical, fluorescence intensity, uHTS; Fatty acid synthase (Homo sapiens), P49327; recombinant FAS-TE, OMFH fluorogenic substrate, fluorescence endpoint; inhibition, % at 15 µM; 0.67% of 360,000 active; AID 602261, 2012;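 active = compounds whose normalised, plate-corrected inhibition of enzyme fluorescence in the single-dose primary screen is 50% or more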;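 also: 0% = DMSO with enzyme and 100% = substrate without enzyme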
MT1-MMP act inh: blockers of MT1-MMP proenzyme processing, primary screen, HT1080 RFP-PRO-GFP cells, GFP/RFP fluorescence. GFP/RFP ratio fluorescence, overnight; percent of plate control window, DMSO zero. Matrix metalloproteinase-14 (Homo sapiens), P50281. 0.061% of 360,000 active. GFP/RFP ratio change, % at 20 µM;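 active = GFP/RFP ratio change of at least 30% with cell ATP level not reduced by more than half and red fluorescence within 50% of control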; also: strong numbers were not always called active
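system = RFP-PRO-GFP reporter HT1080 cells | dosing = 20 µM single dose, 1% DMSO | timing = overnight cell settling, then overnight compound exposure, 37 °C, 5% CO2 | read-out basis = GFP/RFP fluorescence ratio | controls = DMSO and RFP-L50D-GFP cell wells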
MLLE-PAM2 inh: inhibitors of PABP1 MLLE–PAM2 peptide binding, primary screen, biochemical, fluorescence polarization, FITC-PAM2, GST-MLLE | Polyadenylate-binding protein 1 (Homo sapiens), P11940 | inhibition, % at 20 µM | 0.36% of 360,000 active; in the data active = inhibition above about 35%, passing the limit was not always enough;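 also: plate controls were DMSO wells with GST-MLLE for no effect and wells lacking GST-MLLE protein for full effect; some results filed as inactive read as strong as hits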
Rin1 Abl inh: inhibitors of Rin1-Abl protein binding, primary screen, biochemical, TR-FRET; Tyrosine-protein kinase ABL1 (Homo sapiens) + Ras and Rab interactor 1 (Homo sapiens), …; inhibition, % at 7.35 µM; 0.4% of 360,000 active; AID 588664, 2011; in the data active = inhibition above about 5%, passing the limit was not always enough
SKN-1 inh: suppressors of acrylamide-induced Pgst-4::GFP reporter in worms, primary screen, SKN-1 inhibitor project, whole organism, uHTS, GFP/RFP fluorescence ratio, strain VP596; C. elegans VP596 Pgst-4::GFP/RFP ratio, 24 h; 0.49% of 360,000 active; AID 624304, 2012; inhibition, % at 21.8 µM;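 active = interference check ratio from 0.5 to 1.5 plus GFP to RFP signal ratio inhibition reaching or exceeding a fixed threshold, cut at about 30% in these data, passing the limit was not always enough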; also: some compounds called inactive have numbers as strong as hits
Starred values were filed as active, the others as inactive; i = inactive; / = not tested or not shown; & = joins results of further samples.

SMILES | bovine MsrA act | eLon inh | NRP1-CendR mod | Neddylation inh | FAS TE block | MT1-MMP act inh | MLLE-PAM2 inh | Rin1 Abl inh | SKN-1 inh
COCCNC(=O)c1onc(CSc2ccccc2F)c1C(=O)O | -3 | 2 | -2 | i | -8 | 1 | 1 | 2 | -5
COC1CCCN(C(=O)c2ccc(OC3CCN(S(=O)(=O)N(C)C)CC3)cc2)C1 (configuration not stated) | -4 | 3 | 11 | i | -2 | 0 | 7 | -2 | -10
Cc1ccc(-n2c(Cc3cccn3C)nnc2SCC(=O)N2CCN(c3ccccc3)CC2)cc1 | -3 | 1 | -9 | i | -1 | -2 | -50 | -1 | -4
CCOCCCNC(=O)C1CCN(S(=O)(=O)N2CC(C)CC(C)C2)CC1 (configuration not stated) | -6 | -6 | -10 | i | -7 | 0 | 4 | 6 | 4
CCC(=O)N1Cc2cc(C(=O)NCCOC)nc(-c3cccc(-c4ccc(C#N)cc4)c3)c2[C@H]1CCO | -3 | -2 | 15 | i | -78 | 2 | / | / | -2
CNC(=O)c1ccccc1S(=O)(=O)c1ccccc1C#N | -2 | 1 | 12 | i | -2 | 4 | -2 | -2 | -3
CCOC(=O)CN(C(=O)Cn1nnc2ccccc21)C(C(=O)NCCOC)c1ccccc1 (configuration not stated) | -3 | -8 | -1 | i | -4 | 3 | 5 | 2 | -10
O=C(Nc1cc(F)ccc1F)c1ccc2c(=O)n3c(nc2c1)CCC3 | -6 | -9 | -6 | i | -7 | 0 | -18 | 1 | -4
COc1cc(C(=O)N2CCN(S(=O)(=O)c3cccs3)CC2)cc(OC)c1C | -3 | -8 | 9 | i | -1 | 2 | -15 | 1 | -6
COc1ccc(C2C3=C(CC(C)(C)CC3=O)N(C)C3=C2C(=O)CC(C)(C)C3)cc1 | -4 | 1 | 2 | i | -1 | -1 | 13 | 3 | 6
CSCC[C@H](NC(=O)Nc1cccc(C(F)(F)F)c1)C(=O)O | 3 | 10 | -4 | i | -2 | 1 | 0 | 1 | -3
COc1cc(C2Oc3ccccc3C=C2[N+](=O)[O-])cc(OC)c1OC (configuration not stated) | 0 | -6 | -1 | i | -7 | 3 | -2 | -1 | 0
COc1cc(NC(=O)c2csc(N)n2)cc(C(=O)Nc2cccc(C(F)(F)F)c2)c1 | 1&-2 | 0&-5 | -13&-8 | i | 19&14 | 8&9 | -23&-51 | -5&7 | 2&9
COc1cccc(C(=O)N2CCOCC2)c1OC | -1 | -5 | -3 | i | -7 | 4 | -6 | 3 | 1
CCOC(=O)C1=C(C)NC(=S)NC1c1ccsc1 (configuration not stated) | -1 | -2 | 9 | i | -1 | 2 | -138 | 3 | 5
Cn1c(=O)c(=O)n(C)c2cc(S(=O)(=O)CCC(=O)NCc3ccccc3)ccc21 | -2 | 3 | -12 | i | -4 | -7 | -13 | 2 | -20
COc1ccc(-c2cc(C(=O)Nc3c(C)nn(Cc4ccccc4Cl)c3C)no2)cc1 | -13 | 3 | -6 | i | 1 | -10 | -2 | -2 | -1
COc1ccc(CS(=O)(=O)/C(Cl)=C(/Cl)C(=O)Nc2ccc(OC)nc2)cc1 | -5 | 0 | 2 | i | 34 | -29 | 1 | -1 | 2
O=C(c1ccc([N+](=O)[O-])s1)N1CCN(c2ccc(C(F)(F)F)cn2)CC1 | -3 | 14 | 0 | i | 10 | 7 | 27 | 0 | 14
O=C(O)c1cc([N+](=O)[O-])c(NCc2cccnc2)c([N+](=O)[O-])c1 | -7 | -8 | -1 | i | -10 | 0 | -10 | 4 | -2

Reprinted from the entries so far for reference:
SMILES | bovine MsrA act | eLon inh | NRP1-CendR mod | Neddylation inh | FAS TE block | MT1-MMP act inh | MLLE-PAM2 inh | Rin1 Abl inh | SKN-1 inh
COCCNC(=O)c1onc(CSc2ccccc2F)c1C(=O)O | -3 | 2 | -2 | i | -8 | 1 | 1 | 2 | -5
COC1CCCN(C(=O)c2ccc(OC3CCN(S(=O)(=O)N(C)C)CC3)cc2)C1 (configuration not stated) | -4 | 3 | 11 | i | -2 | 0 | 7 | -2 | -10
Cc1ccc(-n2c(Cc3cccn3C)nnc2SCC(=O)N2CCN(c3ccccc3)CC2)cc1 | -3 | 1 | -9 | i | -1 | -2 | -50 | -1 | -4
CCOCCCNC(=O)C1CCN(S(=O)(=O)N2CC(C)CC(C)C2)CC1 (configuration not stated) | -6 | -6 | -10 | i | -7 | 0 | 4 | 6 | 4
CCC(=O)N1Cc2cc(C(=O)NCCOC)nc(-c3cccc(-c4ccc(C#N)cc4)c3)c2[C@H]1CCO | -3 | -2 | 15 | i | -78 | 2 | / | / | -2
CNC(=O)c1ccccc1S(=O)(=O)c1ccccc1C#N | -2 | 1 | 12 | i | -2 | 4 | -2 | -2 | -3
CCOC(=O)CN(C(=O)Cn1nnc2ccccc21)C(C(=O)NCCOC)c1ccccc1 (configuration not stated) | -3 | -8 | -1 | i | -4 | 3 | 5 | 2 | -10
O=C(Nc1cc(F)ccc1F)c1ccc2c(=O)n3c(nc2c1)CCC3 | -6 | -9 | -6 | i | -7 | 0 | -18 | 1 | -4
COc1cc(C(=O)N2CCN(S(=O)(=O)c3cccs3)CC2)cc(OC)c1C | -3 | -8 | 9 | i | -1 | 2 | -15 | 1 | -6
COc1ccc(C2C3=C(CC(C)(C)CC3=O)N(C)C3=C2C(=O)CC(C)(C)C3)cc1 | -4 | 1 | 2 | i | -1 | -1 | 13 | 3 | 6
CSCC[C@H](NC(=O)Nc1cccc(C(F)(F)F)c1)C(=O)O | 3 | 10 | -4 | i | -2 | 1 | 0 | 1 | -3

Next part.
SMILES | bovine MsrA act | eLon inh | NRP1-CendR mod | Neddylation inh | FAS TE block | MT1-MMP act inh | MLLE-PAM2 inh | Rin1 Abl inh | SKN-1 inh
COc1ccc(C2C3=C(CC(C)(C)CC3=O)Nc3cc4c(cc32)OCO4)cc1 (configuration not stated) | -3 | 1 | -14 | / | 1 | -5 | -10 | 2 | 8
O=C(CSc1ccc(Cl)cc1)NCC1CCCO1 (configuration not stated) | -3 | 3 | 0 | i | -11 | 5 | -53 | -1 | 17
COc1ccc2nc(NC(=O)C3CCN(S(=O)(=O)c4cccnc4)CC3)sc2c1 | -9 | -13 | 5 | i | -7 | -3 | 2 | 0 | -3
COc1ccc(Cl)cc1NC(=O)CN(C)C(C)C(=O)NC(=O)NC1CCCCC1 (configuration not stated) | 0 | -3 | 6 | i | 21 | -4 | 2 | -1 | 20
O=C(CN1C(=O)C2C3C=CC(C4CC34)C2C1=O)OCC(=O)c1ccccc1 (configuration not stated) | -5 | -6 | -6 | i | -9 | -2 | 5 | 0 | -17
COc1ccc(NC(=O)CN2C(=O)COc3ccc(C)cc32)cc1 | -3 | 2 | -16 | i | 2 | -3 | 6 | -2 | -3
CCNS(=O)(=O)c1ccc(CCC(=O)Nc2ccccc2C(=O)OC)cc1 | 0 | 1 | 1 | i | -3 | 1 | 21 | 2 | 4
CCS(=O)c1ccccc1C(=O)OCC(=O)N1CCC(c2ccccc2)=N1 (configuration not stated) | 4 | -8 | 2 | i | 2 | 0 | -13 | 2 | -10
CCCC(=O)C1=C(N(C)c2ccccc2)CC(C)(C)CC1=O | -5 | -5 | 3 | i | -3 | 4 | -6 | 0 | -10
COC(=O)Nc1ccc(S(=O)(=O)N2CCC(Cc3ccccc3)CC2)cc1 | -5 | -3 | 5 | i | 28 | -9 | 10 | 0 | -6
O=c1c2cnn(-c3ccccc3)c2nc(-c2cccs2)n1-c1ccc(Cl)cc1 | -1 | 14 | -5 | i | 26 | -18 | -15 | -3 | 14
COc1ccc2nc(N(CCN(C)C)C(=O)/C=C/c3cccs3)sc2c1 | -3 | 2 | -10 | i | 12 | -1 | -4 | -7 | -9
O=C(Nc1ccc(Br)cc1)C1CC(O)CN1C(=O)Oc1ccccc1 (configuration not stated) | -12 | 5 | 7 | i | -4 | 5 | -5 | 4 | -18
CCC(OC(=O)c1nsc(Cl)c1Cl)C(=O)NCCc1ccccc1 (configuration not stated) | -3 | -9 | 8 | i | 3 | 5 | -6 | 3 | -6
CCCCCOc1ccccc1C(=O)NCCC(=O)O | -3 | -8 | 10 | i | -5 | 0 | -1 | -1 | 38*
COc1ccc(/C=C/C(=O)c2cc(Cl)cc(Cl)c2O)c(OC)c1 | 0 | -8 | -5 | i | 4 | 0 | 1 | -2 | 3
CC(C)N(C(=O)CSc1nnnn1C1CCCC1)C(C)C | -5 | -6 | 9 | i | -10 | 4 | -4 | 4 | 1
CC(C)[C@H](NS(=O)(=O)c1ccc2c(c1)OCCO2)C(=O)OCC(=O)Nc1cc(Cl)ccc1Cl | -2 | 2 | 10 | i | 5 | 2 | -6 | 1 | 0
Cc1ccc(/C=C/C(=O)Nc2ccc([N+](=O)[O-])c(NC(=O)/C=C/c3ccc(C)o3)c2)o1 | -6 | -7 | -11 | i | 4 | 1 | 21 | -2 | 9
CCOc1ccc(C(=O)Nc2c3c(nn2-c2cccc(Cl)c2)CS(=O)C3)cc1 (configuration not stated) | 1 | 5 | 5 | i | -4 | 0 | 4 | 1 | -3
Cc1ccn2c(CC(C)(C)C)c(-c3ccc(F)cc3)nc2c1 | -1 | 6 | -13 | i | 14 | -5 | -8 | -5 | 25
CCn1c(C)cc(C(=O)CSc2nnc(-c3ccco3)o2)c1C | -8 | -1 | -5 | i | -3 | 1 | -29 | 5 | 7
COc1cccc(N/C=C/C(=O)c2ccc(C)cc2)c1 | -3 | -13 | -6 | i | 24 | 1 | -16 | 2 | 22
CCOC(=O)c1cc2c(=O)n3ccccc3nc2n(Cc2ccco2)c1=NC(=O)c1ccccc1OC | -11 | -3 | -43 | / | -8 | -18 | 3 | -6 | 1
CC(=O)N1CCc2cc(S(=O)(=O)CCC(=O)Nc3ccc(Cl)cc3F)ccc21 | -1 | -3 | -4 | i | 0 | 6 | 35 | 4 | 12
O=C(NCC1CCCN1S(=O)(=O)c1cccs1)C(=O)Nc1ccc(F)cc1F (configuration not stated) | -6 | -8 | 9 | i | 4 | -2 | 4 | 2 | -9
Cc1ccccc1-n1c(SCc2cccc(F)c2)nc2[nH]ncc2c1=O | -2 | -10 | 0 | i | -101 | -5 | -3 | 2 | 10
Cc1ccc(N(CC(=O)NC2CCCCC2)C(=O)CNC(=O)c2ccco2)cc1C | -2 | -3 | -4 | i | 7 | 1 | -9 | 0 | 7
COc1ccc(CC(=S)NCCc2ccccc2)cc1 | -2 | -5 | 5 | i | 1 | 5 | 32 | 4 | -16
